IP6K1 inhibitor: Primary qHTS assay for small molecule inhibitors of Inositol hexaphosphate kinase 1 (IP6K1). Inositol hexakisphosphate kinase 1 (Homo sapiens), Q92551. IP6K1 kinase, ADP-Glo luminescence, 2 h; active compounds read low. activity change, % (series mostly up to about 58 µM). 0.81% of 140,000 active; in the data active = activity change below about -25%
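ADP-Glo luminescence measures ADP made by human IP6K1 during a 2 h RT reaction with ATP/IP6 (mix at 1.3 mM/130 uM); top library doses 57.5 and 19.1 uM final.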
SNCA expr inh: Primary qHTS assay for inhibitors of alpha-synuclein gene (SNCA) expression; HEK-293 SNCA-luciferase knock-in, luminescence, 24 h; Potency, µM (top dose mostly 57.2 µM), without a hit: top-dose activity change, negative = inhibition, actives largely listed as inhibitors; 0.17% of 140,000 active; AID 1671194, 2021;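 note: potency is the fitted concentration of half-maximal effect; plate controls were DMSO cells for no effect and cell-free wells for full effect; nearly all actives have a fitted effect of over 45% in size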
GPT2 inh: Primary qHTS assay for inhibitors of Glutamate pyruvate transaminase 2 (GPT2) | Alanine aminotransferase 2 (Homo sapiens), Q8TD30 | Recombinant GPT2, coupled pyruvate oxidase/HRP Amplex Red fluorescence | Potency, µM (highest dose often 57.7 µM), inactives show at the highest dose activity change, negative = inhibition, usual class: inhibitors | 0.25% of 100,000 active | AID 1671188, 2021; note: potency is the fitted concentration of half-maximal effect; nearly all actives have a fitted effect of over 60% in size; many of its hits are not listed in these tables
Target sequence (Q8TD30 whole entry, looked up): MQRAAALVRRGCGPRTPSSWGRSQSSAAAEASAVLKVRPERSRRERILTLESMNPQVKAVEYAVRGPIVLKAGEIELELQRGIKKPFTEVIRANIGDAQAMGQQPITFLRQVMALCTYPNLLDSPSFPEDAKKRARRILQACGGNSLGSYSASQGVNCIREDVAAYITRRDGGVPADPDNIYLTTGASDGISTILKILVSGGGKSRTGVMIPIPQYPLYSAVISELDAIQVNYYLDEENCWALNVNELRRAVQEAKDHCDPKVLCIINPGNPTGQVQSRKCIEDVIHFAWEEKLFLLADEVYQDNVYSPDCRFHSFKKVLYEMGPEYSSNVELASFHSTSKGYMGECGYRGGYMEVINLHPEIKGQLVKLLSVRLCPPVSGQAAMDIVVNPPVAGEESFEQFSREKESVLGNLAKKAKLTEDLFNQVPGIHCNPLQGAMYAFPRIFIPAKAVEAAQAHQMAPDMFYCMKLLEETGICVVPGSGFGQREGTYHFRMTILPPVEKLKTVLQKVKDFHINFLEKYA
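Fluorescence read-out: pyruvate from GPT2 turnover coupled to pyruvate oxidase, HRP and Amplex Red (0.2mM ThPP, 0.2U/mL PO and HRP, 50uM Amplex final). Substrates 250uM a-KG, 2mM L-alanine; enzyme 10ng/uL; 30 min RT.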
SNCA viab count: GF-AFC viability counterscreen for inhibitors of alpha-synuclein gene (SNCA) expression. HEK-293-SNCA-luc viability, GF-AFC fluorescence, 24 h. Potency, µM (doses to about 57.1 µM), for inactives: at the top dose activity change, negative = cytotoxicity, actives largely listed as cytotoxic. 0.12% of 150,000 active;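 note: potency is the fitted concentration of half-maximal effect; 0% = DMSO-treated cells and -100% = medium-only wells without cells; nearly all actives have a fitted effect of over 30% in size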
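HEK-293-SNCA-luc cells (1500/well) plated 24 h, then exposed 24 h to a dilution series; GF-AFC added 30 min at 37C, fluorescence 405/540 nm; normalised to medium-only and DMSO wells, Hill fit.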
HEK cytotox: Cytotoxic Profiling in HEK 293 Cell Line of Diverse Libraries Using Quantitative High-Throughput Screening | HEK 293 viability, ATP luminescence (CellTiter-Glo), 48-72 h | Potency, µM (doses to about 115 µM), without a hit: at the top dose activity change, negative = cytotoxicity, hits mostly inhibitors | 6.6% of 94,000 active | AID 1345083, 2018; note: potency is the fitted concentration of half-maximal effect; nearly all actives have a fitted effect of over 60% in size
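Cytotoxicity was scored by loss of ATP-coupled luminescence (CellTiter-Glo) in HEK 293 cells. Compound treatment ran 48 or 72 hr at 37 degree Celsius, 5% CO2, 95% humidity.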
3T3 cytotox: Cytotoxic Profiling in NIH 3T3 Cell Line of Diverse Libraries Using Quantitative High-Throughput Screening | NIH 3T3 viability, CellTiter-Glo ATP luminescence, 48-72 h | Potency, µM (titrated, usually from 96.7 µM), for the others: top-dose activity change, negative = cytotoxicity, actives largely listed as inhibitors | 4.3% of 94,000 active; note: potency is the fitted concentration of half-maximal effect; nearly all actives have a fitted effect of over 55% in size
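Mouse fibroblast NIH 3T3 cells, 400 per well, received compound via pintool and were incubated for 48 or 72 hr prior to CellTiter-Glo ATP luminescence measurement.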
FLuc inh: Firefly luciferase inhibition profiling of diverse chemical library using quantitative high-throughput screening | Potency, µM (top dose mostly 115 µM), without a hit: top-dose activity change, negative = inhibition, most hits filed as inhibitors | 2.5% of 76,000 active | purified P. pyralis luciferase, luminescence, biochemical | Luciferin 4-monooxygenase (Photinus pyralis), P08659; note: potency is the fitted concentration of half-maximal effect; nearly all actives have a fitted effect of over 65% in size
Target sequence (P08659 whole entry, looked up): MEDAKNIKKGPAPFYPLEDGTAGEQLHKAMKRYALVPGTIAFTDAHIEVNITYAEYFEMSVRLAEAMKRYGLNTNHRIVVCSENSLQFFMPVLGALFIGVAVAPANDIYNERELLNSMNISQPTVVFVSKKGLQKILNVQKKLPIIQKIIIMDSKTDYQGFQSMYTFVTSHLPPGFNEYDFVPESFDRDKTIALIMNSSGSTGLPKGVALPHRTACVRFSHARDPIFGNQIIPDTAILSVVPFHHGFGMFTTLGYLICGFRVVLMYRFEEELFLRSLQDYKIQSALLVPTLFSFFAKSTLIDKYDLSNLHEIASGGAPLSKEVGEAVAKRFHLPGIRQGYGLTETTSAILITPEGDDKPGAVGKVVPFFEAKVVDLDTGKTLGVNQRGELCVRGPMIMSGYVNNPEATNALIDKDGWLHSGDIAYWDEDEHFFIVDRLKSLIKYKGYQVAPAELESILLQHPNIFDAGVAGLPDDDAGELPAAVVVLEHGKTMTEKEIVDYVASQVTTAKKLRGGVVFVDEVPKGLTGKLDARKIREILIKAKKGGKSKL
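Purified 10nM P. pyralis luciferase with 10uM D-luciferin and 10uM ATP in 50mM Tris acetate pH 7.5, 10mM Mg acetate, 0.01% Tween-20, 0.05% BSA. qHTS titration; luminescence read by CCD imager.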
Active calls of the source: *; i = inactive; u = inconclusive; x = no result given; [ ] = dose if it differs, or a comment. Unless noted, calls come from the whole dose curve; as a rule, active = well fitted curve in the direction sought with a large enough effect; inconclusive = small, poorly fitted or top-dose-only effect, or another doubt; inactive = no such curve, though single readings can be large; an effect the other way counts as inactive or inconclusive. Unless noted, % is set by controls: 0 for no effect and ±100 for the full control effect.

Values in the order – IP6K1 inhibitor, SNCA expr inh, GPT2 inh, SNCA viab count, HEK cytotox, 3T3 cytotox, FLuc inh
(1) COc1cccc(CNC(=O)Cn2c(=O)ccc3cc(S(=O)(=O)N4CCC(C)CC4)ccc32)c1
→ 1, 10%, x, -20%, x, x, x
(2) Cc1cccc(N2CCN(C(=O)C3N(C(C)C)C(=O)C34CCCCC4)CC2)c1 (stereo not drawn)
→ -15, -8%, 2%, -5%, u, u, -9%
(3) Cc1cc(C)cc(Nc2cc(C(=O)NC3CCCCC3)c3ccccc3n2)c1
→ 6, 10%, x, 27%, x, x, x
(4) CCOC(=O)C1=C(CN2CCC(C)CC2)NC(=O)NC1c1ccc(OC(C)C)cc1 (stereo not drawn)
→ -2, -8%, x, -10%, x, x, x
(5) O=C(NC1CCCN(c2cc(N3CCCC3)ncn2)C1)c1ccsc1 (stereo not drawn)
→ 11, 29%, i, -3%, 0%, i, 7%
(6) COc1ccccc1Cn1c(=O)c(C(=O)NC2CCCC2)nc2cccnc21
→ 4, -6%, -12%, -8%, -26%, u, x
(7) CCCC(C)N1CC2(CCN(C(=O)c3cnn4c3CCCC4)CC2)OC1=O (stereo not drawn)
→ 5, 6%, -3%[11.5 µM], -5%, i, -1%, 2%
(8) COc1cccc(CNC(=O)c2nnc(Cc3ccc(Cl)cc3)o2)c1
→ 0, 2%, x, -2%, x, x, x
(9) CN(C(=O)CC(=O)Nc1ccc2nc3n(c(=O)c2c1)CCCCC3)c1ccccc1F
→ -3, 49%[activator], x, 6%, x, x, x
(10) COC(=O)c1ccc(OC)c(Cn2c(=O)n(-c3cccc(Cl)c3)c(=O)c3c2c2cc(C)ccc2n3C)c1
→ -18, 32%[activator], x, -2%, x, x, x
(11) O=C(c1cccc(OC(F)(F)F)c1)N1CCCC1c1nncn1Cc1ccncc1 (stereo not drawn)
→ -14, -16%, u, -4%, -8%, i, 12%
(12) CCOC(=O)c1c(NC(=O)c2cc3ccccc3c(=O)o2)sc2c1CCC(C(C)(C)C)C2 (stereo not drawn)
→ -14, 32%[activator], x, 5%, x, x, x
(13) CN(Cc1ccccc1)C(=O)C[C@@H]1c2nc(NC(=O)C(C)(C)C)sc2C[C@@H]2[C@](C)(CO)[C@H](O)CC[C@]21C
→ -7, 17%, 1%, -20%, u, u, -1%
(14) CS(=O)(=O)c1ccc(O[C@H]2COCCN(Cc3cccnc3)C2)cc1
→ 9, -20%[87.6 µM], -6%[88.5 µM], 1%[87.6 µM], 1%[172 µM], i, -2%[172 µM]
(15) Cc1nn(-c2ccccc2)c2c1C(C)N(C1CCN(C(=O)NC(C)C)C1)C2=O (stereo not drawn)
→ -8, x, x, x, -20%, u, x
(16) Cn1c(=O)c2c(c3ccccc31)OC(=O)CC2c1cccc(Cl)c1 (stereo not drawn)
→ -1, -1%, x, -18%, x, x, x
(17) O=C(NCCc1ccccc1)c1nc2sccn2c1-c1cccnc1
→ 9, -6%, -8%, -3%, -19%, u, x
(18) O=C([C@H]1C[C@@H](F)CN1S(=O)(=O)c1ccc(C(F)(F)F)cc1)N1CCOCC1
→ -8, 5%, i, 11%, 3%, -14%, 7%
(19) NCC(=O)N1CCC2(CC1)C(=O)NCN2C(=O)c1ccc(Cl)cc1
→ 7, -14%, i, -1%, i, -1%, x
(20) CS(=O)(=O)c1ccc(-c2nc(C(=O)NCc3cccnc3)n3ccncc23)cc1
→ 19, -18%, -14%, u, -16%, -17%, x
(21) CC(=O)Nc1ccccc1-c1nccc2c(=O)cc(N(C)c3ccccc3)oc12
→ -7, -4%[87.6 µM], -8%[88.5 µM], 7%[87.6 µM], -25%[172 µM], u, -4%[172 µM]
(22) COc1ccc(-c2noc(CSc3nnc(Cc4ccccc4)n3-c3cccc(C)c3)n2)cc1
→ -15, u, x, -25%, x, x, x
(23) CC1=C[C@@H](CN2CCN(c3cnccn3)CC2)[C@H](C(C)C)C[C@H]1Cc1nnc(-c2ccccc2)o1
→ -16, u, i, u, 25µM*, u, -3%
(24) Cc1cc(C)c(NS(=O)(=O)c2ccc3c(c2)NC(=O)CCS3)c(C)c1
→ -10, 17%, x, 3%, x, x, x
(25) CC(C)CCN1CCC(N2CCN(S(=O)(=O)C(C)C)CC2)C1=O (stereo not drawn)
→ 8, -12%, -8%, 5%, i, i, 0%
(26) Cc1c(NC(=O)Nc2ccccc2C(F)(F)F)c(=O)n(-c2ccccc2)n1C
→ 6, -6%, x, 5%, x, x, x
(27) COc1ccc(-c2ccnc3nc(C(C)C)nn23)cc1
→ -3, -19%, -3%, -9%, u, u, 10%
(28) CC1CCN(c2ccc(-c3nc(-c4ccccc4)no3)cc2[N+](=O)[O-])CC1
→ 3, 20%, x, -1%, x, x, x
(29) COc1ccc(-c2ccc(C(=O)Nc3ccccc3Cl)cc2)nn1
→ 2, x, x, x, u, -27%[138 µM], x
(30) CCOc1ccc(CNC(=O)c2cnc3c(C)cccn3c2=O)cc1
→ 34, 21%, x, -1%, x, x, x

(more compounds)
No.	compound	IP6K1 inhibitor	SNCA expr inh	GPT2 inh	SNCA viab count	HEK cytotox	3T3 cytotox	FLuc inh
31	COC(=O)c1cc(CN2CCN(C(=N)N)CC2)cc(C(=O)N2CCN(C(=O)c3ccc(C(=N)N)cc3)CC2)c1	21	x	i	-6%	x	x	x
32	O=C(O)Cc1nn(Cc2nc3cc(C(F)(F)F)ccc3s2)c(=O)c2nccnc12	-21	x	-4%	27%	x	x	x
33	CCNC(=O)c1c(C)oc2c1CN(Cc1sccc1C)CC2	-6	-13%	i	-3%	u	u	-1%
34	Cl/C(=C\n1cncn1)c1ccc(Cl)cc1Cl	6	-31%[25.6 µM]	2%	24%[23.9 µM]	x	x	x
35	O=C(NCCS(=O)(=O)N1CCN(c2ccccc2)CC1)C(c1ccccc1)c1ccccc1	31	-19%	x	7%	x	x	x
36	COCCCNC(=O)c1ccc2nnc(C3CC3)n2c1	0	-2%[87.6 µM]	i	-3%[87.6 µM]	-2%[172 µM]	-3%[138 µM]	x
37	CC1Cc2ccccc2N1S(=O)(=O)c1nnc(NC(=O)c2cccc(F)c2)s1 (stereo not drawn)	9	-9%	x	4%	x	x	x
38	Cn1c(CN2CCC(O)CC2)nnc1C1CCCN(C2CCNCC2)C1 (stereo not drawn)	-1	-5%	-3%	9%	-8%	i	2%
39	COCC(=O)N[C@H]1C[C@H]2C(=O)NC[C@@H](CCC(=O)N3CCN(c4ccccn4)CC3)N2C1	-9	19%	i	6%	-9%	-1%	1%
40	CN(Cc1ccccc1)C1CCOC2(CCN(C(=O)NC3CCCC3)CC2)C1 (stereo not drawn)	6	24%	i	8%	5%	i	-5%
41	O=C(NCCOCCn1c(=O)oc2ccccc21)Nc1ccc(F)cc1F	2	u	x	-5%	x	x	x
42	COc1ccccc1N1CCN(c2ncc3c(n2)CCN(Cc2ccccc2C)C3)CC1	7	-9%	x	1%	x	x	x
43	Cn1c(C(=O)NCCc2ccccc2)cc2cc(S(=O)(=O)N3CCCCC3)ccc21	18	-28%	x	5%	x	x	x
44	NC(=O)[C@H](Cc1cccs1)NC(=O)C1=C[C@@H](NC(=O)c2ccc(F)c(Cl)c2)[C@@H](O)[C@H](O)C1	-4	-17%	i	5%	5%	i	5%
45	O=C(c1ccco1)N1CCC(n2cc(-c3nc(-c4ccccc4)no3)nn2)CC1	0	48%[activator]	3%	1%	u	u	-7%
46	Cc1cc(CN2CCc3nc(C(C)C)nc(-c4ccc(Cl)cc4)c3CC2)no1	1	-20%	i	-15%	u	u	x
47	COc1cccc(CC(=O)NCCC2CCN(C(=O)Nc3ccc(C)cc3)CC2)c1	-14	87%[activator]	-22%	7%	0%	-7%	u
48	CN(C)CCN(Cc1ccco1)C(=O)Cn1nc2n(c1=O)CCC(N)CC2 (stereo not drawn)	3	24%	-11%	1%	1%	-2%	6%
49	CCn1ccc(C(=O)N2CCC3(CC2)c2[nH]c4ccc(OC)cc4c2CCN3C)n1	4	21%	i	1%[12.5 µM]	-18%	-1%	-2%
50	CC(C)N1C(=O)C2(CCCC2)C1C(=O)NCc1ccccn1 (stereo not drawn)	0	-11%	i	4%	-12%	-6%	5%
51	Cc1cccc(N2CCN(C(=O)c3ccc4c(c3)CCN4S(=O)(=O)c3ccccc3)CC2)c1C	-16	u	x	-1%	x	x	x
52	CCOc1ccc(N(C)C(CNS(=O)(=O)c2ccccc2)c2ccccc2)cc1 (stereo not drawn)	29	u	x	-14%	x	x	x
53	CCN1CCC(N(Cc2ccc(F)cc2)C(=O)Nc2cc(Cl)ccc2C(=O)OC)CC1	-9	-12%	x	u	x	x	x
54	C=Cc1ccc(Cn2c(=O)cc(C)c3c(C)nn(C)c32)cc1	22	-6%	x	15%	x	x	x
55	CCn1ncc(N2CCCC(CC(=O)O)C2)cc1=O (stereo not drawn)	0	-5%	i	2%	i	1%	-5%
56	Cc1ccc(C)c(C(=O)N2CC(C(=O)N(C)C)C3(CCOCC3)C2)c1 (stereo not drawn)	7	-3%	3%	2%	-1%	-7%	-1%

Shown field by field: 4 of the compounds above.
41) O=C(NCCOCCn1c(=O)oc2ccccc21)Nc1ccc(F)cc1F
- IP6K1 inhibitor = 2
- SNCA expr inh = u
- GPT2 inh = x
- SNCA viab count = -5%
- HEK cytotox = x
- 3T3 cytotox = x
- FLuc inh = x

42) COc1ccccc1N1CCN(c2ncc3c(n2)CCN(Cc2ccccc2C)C3)CC1
- IP6K1 inhibitor = 7
- SNCA expr inh = -9%
- GPT2 inh = x
- SNCA viab count = 1%
- HEK cytotox = x
- 3T3 cytotox = x
- FLuc inh = x

43) Cn1c(C(=O)NCCc2ccccc2)cc2cc(S(=O)(=O)N3CCCCC3)ccc21
- IP6K1 inhibitor = 18
- SNCA expr inh = -28%
- GPT2 inh = x
- SNCA viab count = 5%
- HEK cytotox = x
- 3T3 cytotox = x
- FLuc inh = x

44) NC(=O)[C@H](Cc1cccs1)NC(=O)C1=C[C@@H](NC(=O)c2ccc(F)c(Cl)c2)[C@@H](O)[C@H](O)C1
- IP6K1 inhibitor = -4
- SNCA expr inh = -17%
- GPT2 inh = i
- SNCA viab count = 5%
- HEK cytotox = 5%
- 3T3 cytotox = i
- FLuc inh = 5%

Screening results deposited in PubChem by National Center for Advancing Translational Sciences (NCATS).

A portion of the library; count on the stated rates, not on these rows.
